Lipid storage S3: qHTS Assay for Lipid Storage Modulators in Drosophila S3 Cells | Drosophila S3 cells, BODIPY lipid droplet fluorescence, 18-24 h; cells fed with added oleic acid | Potency in µM for hits, for the others lipid storage change, negative = inhibition, % at the top dose, mostly 46.1 µM | 0.64% of 320,000 active; active = well fitted inhibition curve with a large enough effect in the signal ratio, with a control signal flat, not every such curve was filed as active; inconclusive = small, poorly fitted or top-dose-only effect, or effect the other way, or a change in a side signal; the % refers to the signal ratio
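Drosophila S3 cells got compounds at several concentrations plus oleic acid (400 uM solution). Laser-scanning cytometry with 488 nm excitation read lipid droplets at 500-530 nm and cells at 575-640 nm. Percent activity was relative to 20 uM Triacsin C.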
Lipid storage S3 cell count max: second read-out of Lipid storage S3, no call of its own (marks repeat the call); cell number change, %; measured here: cell count max response;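 cells counted by Cell Tracker Red CMTPX staining in the red channel; peak over a dose series mostly up to 46.1 µM; percent activity relative to internal control wells on each plate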
The depositor's hits bear a star; i = inactive; ? = inconclusive; . = no result given; [ ] = dose if it differs, or a comment. % is set by controls: 0 for no effect and ±100 for the full control effect; potency is the fitted concentration of half-maximal effect.

Preview:
SMILES	Lipid storage S3	Lipid storage S3 cell count max
CCOC(=O)C1(Cc2cccc(F)c2)CCN(Cc2cnc(C)s2)CC1	12.9%	19.4
Cc1ccnc(NC(=O)COc2ccc(Cl)cc2)n1	8.8%	7.4
NC(=O)c1c(NC(=O)c2cccnc2Cl)sc2c1CCCC2	?	.

The list itself (from the top)
SMILES	Lipid storage S3	Lipid storage S3 cell count max
CCOC(=O)C1(Cc2cccc(F)c2)CCN(Cc2cnc(C)s2)CC1	12.9%	19.4
Cc1ccnc(NC(=O)COc2ccc(Cl)cc2)n1	8.8%	7.4
NC(=O)c1c(NC(=O)c2cccnc2Cl)sc2c1CCCC2	?	.
Cc1cc(C)nc(SCc2cc(=O)c(OC(=O)c3ccc(Br)o3)co2)n1	2.3%	1.7
O=C(Nc1ccc(Cl)cc1C(F)(F)F)c1ccc(Cl)cc1	-7.2%	26.6
CCCCn1cnc2c1c(=O)n(CC(=O)c1cc(C)n(C)c1C)c(=O)n2CC(C)C	?	.
Cc1cccc(N2CCN(S(=O)(=O)c3c(C)[nH]c(C)c3C(=O)N3CCCC3)CC2C)c1 (stereo not given)	i	.
Cc1ccc(C2Nc3ccccc3C(=O)N2CCN2CCNC2=O)cc1 (stereo not given)	1.2%	22.1
Cc1cc(C)nc(NC(=O)CCC2CCCC2)c1	6.4%	-12.4
COCCCNC(=O)CCSc1ccc(Cl)cc1	0.8%	2.3
O=S(=O)(c1ccc(Oc2ccc(Cl)cc2)nc1)N1CCOCC1	?	.
Cc1cc(C)c(S(=O)(=O)c2ccccc2C)c(OCCN(C)C)n1	-1.5%	4.6
CN(C)C(=S)NC(=O)C12CC3(C)CC(C)(CC(C)(C3)C1)C2	?	.
Cc1ccc(-n2nc(CC#N)c(C#N)c2N)cc1Cl	7.4%	-10.7
COc1ccc(Nc2cc(C(=O)NCc3ccco3)c3ccccc3n2)c(OC)c1	-11.0%	1.2
Cc1ccccc1C(=O)NN1CCOCC1	3.7%	-0.6
COc1ccc(COc2ccc(C3C(S(=O)(=O)c4ccccc4)CON3C)cc2OC)cc1 (stereo not given)	?	.
Cc1cccc(N2CCN(S(=O)(=O)c3c(C)nc4scc(C)n4c3=O)CC2)c1C	?	.
OCCOCCOCCn1c2ccccc2c2ccccc21	?	.
CCCOc1nc2c(c(=O)n(C)c(=O)n2C)n1CC	0.6%	-1.5
Cn1c(=O)[nH]c(=O)c2c1nc(N1CCc3ccccc3C1)n2CCSc1nc2ccccc2s1	i	.
O=C(NCc1ccccn1)C(C(=O)c1cccc([N+](=O)[O-])c1)n1cc(Cl)ccc1=O (stereo not given)	i	21.0
COC(=O)c1[nH]c2ccc(C)cc2c1NC(=O)CN1CCN(Cc2ccccc2)CC1	19.0%[9.22 µM]	.
CN1CCN(S(=O)(=O)c2ccc(N3CCN(c4ccccc4O)CC3)c([N+](=O)[O-])c2)CC1	?	.
Cc1ccc(CSCC(=O)N(C)CC(=O)Nc2cccc(F)c2)cc1	?	.
Cc1cc([N+](=O)[O-])nn1CC(=O)Nc1nccs1	?	.
CCC1(O)c2ccccc2-c2ncccc21 (stereo not given)	?	.
COc1ccc(OC)c(CCNC(=O)c2ccc(CS(=O)Cc3cccc(Cl)c3)o2)c1 (stereo not given)	i	-9.9
CCOC(=O)C1=C(N)OC2=C(C(=O)CC(C)(C)C2)C1c1ccc(C)s1 (stereo not given)	?	.
Cc1cccc(/C=N/NC(=O)c2cccc([N+](=O)[O-])c2)n1	?	.
COc1ccc(OCCCC(=O)Oc2ccc(OC)cc2)cc1	?	.
Cc1nc(C)c(C(=O)O)c(-c2cccs2)c1C(=O)O	?	.
CC1CCCN(C(=O)CCNC(=O)c2ccccc2Cl)C1 (stereo not given)	-10.4%	-6.1
CCN(CC)S(=O)(=O)c1ccc(N2CCOCC2)c(NC(=O)c2ccccc2F)c1	-2.7%	11.0
Cc1cc(C(=O)N/N=C/c2c(C)[nH]n(-c3ccccc3)c2=O)n[nH]1	i	19.2
Cc1oc2nc(SCCCC(=O)NCCCO)nc(N)c2c1C	?	.
O=C(O)c1cccc(N2C(=S)N=C(Nc3ccccc3)C23CCCCC3)c1	?	.
CCn1c(-c2ccc(C)cc2)n[nH]c1=S	?	.
O=C(O)CCC(=O)N(Cc1cccnc1)Cc1cccc(F)c1	?	.
COC(=O)[C@@]1(Cc2ccc(F)cc2)[C@H]2c3cc(C(=O)N(C)C)n(CCSCCO)c3C[C@H]2CN1C(=O)c1ccccc1	?	.
CCN(CC)CCCN(C)C(=O)Cn1nc(Cc2ccncc2)c2ccccc2c1=O	-1.5%	-4.4
NC(=O)COC(=O)c1cc(=O)[nH]c2ccc(S(=O)(=O)Nc3ccc(F)cc3)cc12	?	.
C/C(=N\NC(=O)c1cc2c(s1)CCC(C)C2)c1ccc[nH]1 (stereo not given)	?	.
O=C(Nc1cccc(S(=O)(=O)N2CCCCC2)c1)c1ccc(N2CCCC2=O)cc1	-6.4%	1.2
CN(Cc1nccn1C)C(=O)CC1C(=O)NCCN1Cc1cccc(Oc2ccccc2)c1 (stereo not given)	2.2%	2.6
CN(C)/C=N/c1nccc(-c2cccs2)n1	?	.
O=C(/C=C/c1cccnc1)c1cccc(O)c1	?	.
CC(C)N(C)CCOC(=O)c1ccccc1Cl	?	.
O=C(CN1C(=O)C2CCCCC2C1=O)Nc1ccc(OC(F)F)c(Cl)c1 (stereo not given)	-3.3%	-3.6
CCC(=O)c1ccc(OCC(O)CN2CCN(C(c3ccccc3)c3ccccc3)CC2)cc1 (stereo not given)	12.7%	8.0
COc1cc(C=O)ccc1Oc1nnnn1-c1ccc(C(N)=O)cc1	i	.
CCC(C)(C)n1nnnc1C(c1ccccc1)N1CCN(C2CCCC2)CC1 (stereo not given)	-1.8%	-10.2
O=C(O)CSc1nnc(-c2ccc(Cl)cc2Cl)n1-c1ccccc1	i	9.1
O=C(Nc1ccc(N2CCOCC2)cc1)C1CCN(S(=O)(=O)c2ccc3c(c2)OCCO3)CC1	?	.
CCc1ccccc1NC(=O)c1cnc2n(c1=O)CCS2	18.3%	-5.4
O=C(CCc1ccccc1)Nc1cc(Cl)ccc1O	i	.
COc1ccccc1NC(=O)Nc1ccc(Cc2ccncc2)cc1	?	.
COc1cc(C(=O)Nc2ccc(O)cc2C(=O)O)ccc1OC(C)=O	2.7%	-12.9
CC(C)C(OC(=O)CCCC(=O)Nc1nccs1)C(=O)NC1CCCCC1 (stereo not given)	?	.
O=C(CCS(=O)(=O)c1ccccc1)Nc1nncs1	?	.

Entries of single compounds as entered above. Values in the order: Lipid storage S3	Lipid storage S3 cell count max
Results for `CN(C)/C=N/c1nccc(-c2cccs2)n1` : ?	.
Results for `O=C(CN1C(=O)C2CCCCC2C1=O)Nc1ccc(OC(F)F)c(Cl)c1` (stereo not given) : -3.3%	-3.6
Results for `COc1cc(C(=O)Nc2ccc(O)cc2C(=O)O)ccc1OC(C)=O` : 2.7%	-12.9

Remaining list, next part
SMILES	Lipid storage S3	Lipid storage S3 cell count max
CC(=O)Nc1ccc(N2CCCC(C)C2)c([N+](=O)[O-])c1 (stereo not given)	1.5%[9.22 µM]	1.0
O=C(Nc1ccsc1C(=O)N1CCCCCC1)c1ccccc1	?	.
COc1ccc(C(=O)Nc2ccncc2)cc1[N+](=O)[O-]	?	.
NC(=O)CSc1cn(CCNC(=O)c2cccs2)c2ccccc12	11.3%	22.5
CCOCCn1c(=O)c2c(nc3n2CCCN3Cc2ccccc2)n(C)c1=O	?	.
C=C(C)CNC(=S)Nc1nc2c(cc1C(=O)OCC)CCCC2	?	.
Cc1csc(CN(C)C(=O)C2CCC(=O)N(Cc3ccc(Cl)cc3)C2)n1 (stereo not given)	i	-7.1
COCc1ccc(CN2CCC(Oc3ccc(C(=O)NCc4ccccn4)cc3)CC2)o1	?	.
COc1ccc(-c2nc(SCc3ccccc3)n(C(=O)c3ccco3)n2)cc1	?	.
Cn1cccc1/C=C1\CC(C(C)(C)C)C/C(=C\c2cccn2C)C1=O (stereo not given)	?	.
O=C(CCNS(=O)(=O)c1ccccc1F)N1CCN(S(=O)(=O)c2cccc(F)c2)CC1	i	6.5
Cc1nnc(SCC(=O)NC2CC2)n1-c1ccccc1	-3.5%	5.0
COc1ccc(CNc2ccc(N3CCOCC3)cc2)cc1	i	9.2
Nc1ncnc(NCc2ccccc2)c1[N+](=O)[O-]	2.3%	16.3
COc1ccccc1C(=O)N1CCN(Cc2cccnc2)CC1	?	.
CCn1c(SCC(=O)N/N=C/C=C\c2ccccc2[N+](=O)[O-])nnc1-c1ccccc1	?	.
Cc1ccc(S(=O)(=O)Nc2cccc3ncccc23)cc1	?	.
O=C(N/N=C/c1ccccc1F)c1csc2c1CCCC2	i	-16.3
CC1(C)N=C2C(=[N+]1[O-])CCC/C2=N\O	?	.
O=C(NCc1ccncc1)C(=O)NCC1OCCN1S(=O)(=O)c1ccc(Cl)cc1 (stereo not given)	18.4%	2.9
CCCCC(=O)Nc1ccc(C(=O)Nc2cccnc2)cc1	?	.
CC(NCc1cccs1)c1ccccc1 (stereo not given)	?	.
COCCNC(=O)c1ccccc1NC(=O)c1ccccc1N(C)S(C)(=O)=O	24.7%	-9.9
O=C(CN1CCOCC1)Nc1ccc(Cl)cc1	?	.
Cc1ccn2c(NCc3ccccc3)c(-c3cccs3)nc2c1	-5.1%	-11.2
CC1(C)COC2(OC1)C(=O)N(CN1CCOCC1)c1ccccc12	?	.
O=C(O)c1ccc(-n2cccn2)c([N+](=O)[O-])c1	?	.
Cc1cc(C(=O)CCC(=O)N2CCN(c3ccccc3F)CC2)c(C)s1	?	.
Cc1cc(C)cc(-n2c(C)cc(/C=N/NC(=O)c3ccncc3)c2C)c1	-9.3%	-4.4
O=C(c1cc(Cl)ccc1Cl)N1CCN(Cc2ccccc2)CC1	?	.
Cc1ccc(C(=O)Nc2ccc(CC(=O)O)cc2)o1	i	2.3
O=C(O)Cc1ccc(NC(=O)c2cnccn2)cc1	?	.
CCOC(=O)N1CCN(CC(O)COCC2=CCC3CC2C3(C)C)CC1 (stereo not given)	?	.
COc1ccc(C(=O)N/C(=C\c2ccco2)C(=O)OCc2ccco2)cc1	30.0%	.
Cc1cc(C)n(CCCNC(=O)C(C)(C)Oc2ccc(Cl)cc2)n1	-11.5%	-11.1
CCCCn1c(Cn2nc(C(=O)O)c3ccccc3c2=O)nc2cc(S(N)(=O)=O)ccc21	?	.
Cc1ccc(C)n1-c1ccc(C(=O)NN)cc1	?	.
NC(=O)Cc1c[nH]c2cccc(O)c12	5.4%	-0.3
COC(CNC(=O)CCc1c(C)nc2c(-c3ccc(F)cc3)c(C)nn2c1C)OC	?	.
COc1ccc(C2=NO[C@H]3C[C@](C(=O)NC(C)C)(S(=O)(=O)c4ccccc4)C[C@@H]23)cc1	19.2%	3.9

Reprinted from the part before: 4 compounds; new compounds follow.
SMILES	Lipid storage S3	Lipid storage S3 cell count max
Cc1ccc(C)n1-c1ccc(C(=O)NN)cc1	?	.
NC(=O)Cc1c[nH]c2cccc(O)c12	5.4%	-0.3
COC(CNC(=O)CCc1c(C)nc2c(-c3ccc(F)cc3)c(C)nn2c1C)OC	?	.
COc1ccc(C2=NO[C@H]3C[C@](C(=O)NC(C)C)(S(=O)(=O)c4ccccc4)C[C@@H]23)cc1	19.2%	3.9
Cc1ccc(/C=C/C(=O)NCc2cccs2)c(C)c1	?	.
Cc1cc(NC(=O)CCC(=O)N(c2ccccc2)C(C(=O)NC2CCCC2)c2ccccc2C)no1 (stereo not given)	?	.
COc1ccc(/C=N/Nc2ccc([N+](=O)[O-])cc2S(=O)(=O)N2CCN(C)CC2)cc1	?	.
O=C(CS(=O)(=O)c1cn(Cc2cccc(F)c2)c2ccccc12)N1CCCCC1	5.7%	-5.4
C/C(=N\N1CCN(C)CC1)c1ccc(OC(F)F)cc1	?	.
O=C(COc1ccc(Cl)cc1)NCC(=O)N1CCC2(CC1)NCCc1[nH]cnc12	?	.
Cc1cc(-c2nnc(SCC(=O)Nc3nccs3)o2)no1	25.0%	3.8
O=C(O)C1CCN(C(=O)c2cc(F)cc3c2OCOC3)CC1	-11.2%	8.8
O=C(NC(NC(=S)Nc1cccc(Cl)c1)C(Cl)(Cl)Cl)OCc1ccccc1 (stereo not given)	?	.
Cc1ccc2c(c1)N(CC(=O)N1CCc3ccccc3C1)C(=O)CO2	?	.
O=C1C2CC=C(Cl)CC2C(=O)N1CCc1ccccc1 (stereo not given)	?	.
O=C(NCc1ccc(F)cc1F)c1cc(COc2c(F)cccc2F)on1	-7.1%	18.7
CC(C)=CC(=O)OCC(=O)Nc1ccc(F)cc1Cl	?	.
Clc1ccc(Cl)c(OCCCCN2CCCCC2)c1	10.3%	6.7
COC(=O)Cc1c(C)nc2nc(-c3ccc(OC)cc3)[nH]n2c1=O	i	13.7
O=C(O)C1CCN(c2ccc([N+](=O)[O-])cc2[N+](=O)[O-])CC1	?	.
COCCn1c(SCC(=O)Nc2sccc2C(N)=O)nnc1-c1ccncc1	?	.
CCCC(NC(=O)CNC(=O)C(C)(C)C)C(=O)O (stereo not given)	i	.
c1coc(CNc2c3c(nc4ncnn24)CCCC3)c1	29.9%	1.7
O=C(CN1CCN(Cc2cccc(Cl)c2)C1=O)NCc1ccccn1	?	.
C/C(=N\NS(=O)(=O)c1ccc(Br)cc1)c1ccc(-n2ccnc2)cc1	?	.
CCOc1cc(C(c2c(C)[nH][nH]c2=O)c2c(C)[nH][nH]c2=O)cc(Br)c1OC	-0.4%	13.3
CCCN1CCCc2cc(CN(CCCN3CCOCC3)C(=O)Nc3ccc(OCC)cc3)ccc21	?	.
Cn1c(SCC(=O)N2CCCC2)nc2cccnc21	-0.6%	2.0
C=CCN1C(=O)C(Cc2ccc(F)cc2)S/C1=N/N=C/c1ccco1 (stereo not given)	?	.

The list is partial; rates above refer to the full screens.
